Compound activity (PubChem)
TAAR1 antagonist: human TAAR1 antagonists, primary screen, Fluo-8 calcium fluorescence, CHO RD-HGA16 cells. inhibition, % at 3 µM. AID 624466, 2012. antagonist. Trace amine-associated receptor 1 (Homo sapiens), Q96RJ0. 360,000 compounds, 1.5% hits;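 active = inhibition above a per-plate cutoff, the mean inhibition of test compounds on that plate plus 3 SD, cut at about 49% in these data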;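 note: 0% = DMSO plus EC80 beta-PEA response and 100% = DMSO alone without agonist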
Target sequence (Q96RJ0 whole entry, looked up): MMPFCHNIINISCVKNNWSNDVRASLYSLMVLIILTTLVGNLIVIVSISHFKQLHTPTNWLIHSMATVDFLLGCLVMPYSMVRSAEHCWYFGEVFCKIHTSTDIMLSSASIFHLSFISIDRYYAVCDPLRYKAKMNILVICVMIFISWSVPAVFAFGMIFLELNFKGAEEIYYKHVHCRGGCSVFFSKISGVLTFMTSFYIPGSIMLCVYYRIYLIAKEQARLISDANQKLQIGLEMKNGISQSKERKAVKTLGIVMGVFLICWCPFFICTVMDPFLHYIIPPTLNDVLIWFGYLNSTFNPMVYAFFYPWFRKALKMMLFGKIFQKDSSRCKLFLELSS
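Assay system: CHO-derived RD-HGA16 cells stably expressing human TAAR1 plus Gα16. Timing: 140 s kinetic read after compound, 140 s after agonist. Technique: kinetic Fluo-8 calcium fluorescence measurement. Measure: % inhibition of agonist calcium response.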
M5 PAM: human M5 muscarinic receptor positive allosteric modulators, primary screen, CHO-K1 cells, Fluo-8 calcium fluorescence; CHO-K1 hM5, ACh EC20 PAM; 0% = ACh EC20, 100% = ACh EC100; AID 624038, 2012; activation, % at 3 µM; Muscarinic acetylcholine receptor M5 (Homo sapiens), P08912; 360,000 compounds, 0.3% hits;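 active = activation above the run cutoff, the mean activation of all test compounds plus 3 SD, cut at about 18% in these data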
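Test system: CHO-K1 hM5 cells / Doses: single-point, 3 µM nominal / Times: Post-acetylcholine fluorescence recording 140 s / Technique: Fluo-8 calcium fluorescence / Measure: Max/basal fluorescence ratio as % of EC20–EC100 ACh window / Benchmarks: low control EC20 acetylcholine (0%), high control EC100 acetylcholine (100%) / Replicates: one well per compound, no replicates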
CRFBP-R2 agonist: agonists of CRF-BP/CRF-R2 complex, primary screen, cell-based, HEK293, calcium dye fluorescence, uHTS. CRF-binding protein / CRF receptor 2 complex (human). calcium dye fluorescence (FLIPR); percent of saturating CRF peptide response. activation, % at 13.2 µM. 350,000 compounds, 0.46% hits. AID 588473, 2011;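 active = activation of at least 50%, plus an integration ratio under a set limit after plate pattern correction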;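 note: plate controls were neutral control wells without compound for no effect and CRF at EC100 for full effect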
CRFR2-BP antag: antagonists of CRF-BP/CRF-R2 complex, primary screen, cell-based, HEK293, calcium dye fluorescence, uHTS; 350,000 compounds, 0.59% hits; AID 588475, 2011; inhibition, % at 11.8 µM; CRF-induced calcium fluorescence;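 active = inhibition of the ligand-induced calcium signal above about 50% at the single tested concentration, limit read from the data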
CHRM5 agonist: human M5 muscarinic receptor agonists, primary screen, CHO-K1 cells, Fluo-8 calcium fluorescence. activation, % at 3 µM. 360,000 compounds, 0.19% hits. CHO-K1 hM5 cells; 0% DMSO wells, 100% maximal acetylcholine response;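 active = activation above the run's mean over test compounds plus 3 SD, cut at about 23% in these data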;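 note: signal is peak over basal fluorescence ratio across the kinetic read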
TAAR1 agonist: human TAAR1 agonists, primary screen, Fluo-8 calcium fluorescence, CHO RD-HGA16 cells; vehicle wells 0%, saturating PEA agonist 100%; activation, % at 3 µM; Trace amine-associated receptor 1 (Homo sapiens), Q96RJ0; 360,000 compounds, 0.99% hits; AID 624467, 2012;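 active = activation above the mean activation of all test compounds in the run plus 3 SD, cut at about 38% in these data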
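Test system: RD-HGA16 (CHO) cells co-expressing Gα16 and hTAAR1 | Doses: Single dose, 3 µM | Schedule: 17-24 h seeding, 75 min 37 °C dye, 30 min RT | Evaluation: % activation from peak over basal fluorescence ratio, DMSO-to-PEA scaled | Technique: Kinetic Fluo-8 calcium fluorescence | Benchmarks: Low control DMSO, high control PEA (EC100)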
M1 PAM parental: nonselective calcium activators in parental CHO-K1 cells, primary screen, counter-screen for M1 PAM project, cell-based, Fluo-8 calcium fluorescence, full deck, 1536-well | activation, % at 3 µM | ATP EC20; 0% at ATP EC20, 100% at ATP max | 360,000 compounds, 0.02% hits | AID 602247, 2012;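 active = activation above the run cutoff, the mean activation of all test compounds plus 3 SD, cut at about 40% in these data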;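 note: peak over basal fluorescence ratio in a 140 s read after ATP addition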
CHRM4 PAM: human M4 muscarinic receptor positive allosteric modulators, primary screen, CHO-K1 cells, Fluo-8 calcium fluorescence; Muscarinic acetylcholine receptor M4 (Homo sapiens), P08173; CHO-K1 hM4/Gqi5, ACh EC20; 0% = ACh EC20, 100% = maximal ACh; activation, % at 3 µM; 360,000 compounds, 0.4% hits; AID 624126, 2012;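 active = activation above its plate's cutoff, the mean activation of sample wells plus 3 SD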; note: some results filed as inactive read as strong as hits
Target sequence (P08173 whole entry, looked up): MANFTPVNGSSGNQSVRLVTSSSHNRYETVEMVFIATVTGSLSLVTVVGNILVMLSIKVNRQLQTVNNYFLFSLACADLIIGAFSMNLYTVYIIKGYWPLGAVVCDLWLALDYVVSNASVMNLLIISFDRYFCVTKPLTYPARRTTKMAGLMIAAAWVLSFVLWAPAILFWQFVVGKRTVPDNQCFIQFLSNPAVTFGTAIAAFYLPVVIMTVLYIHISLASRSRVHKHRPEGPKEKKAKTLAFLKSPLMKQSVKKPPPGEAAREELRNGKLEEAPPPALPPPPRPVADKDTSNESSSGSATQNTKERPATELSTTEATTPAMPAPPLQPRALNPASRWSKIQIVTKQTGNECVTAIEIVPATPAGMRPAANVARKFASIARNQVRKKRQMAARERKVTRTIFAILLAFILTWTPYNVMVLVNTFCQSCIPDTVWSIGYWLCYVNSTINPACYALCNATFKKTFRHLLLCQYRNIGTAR
M5 antag: human M5 muscarinic receptor antagonists, primary screen, CHO cells, Fluo-8 calcium fluorescence | Muscarinic acetylcholine receptor M5 (Homo sapiens), P08912 | CHO-hM5 cells, ACh EC80 | inhibition, % at 3 µM | 360,000 compounds, 0.59% hits | AID 624040, 2012;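 active = inhibition above a per-plate cutoff, the mean of that plate's test compounds plus 3 SD, cut at about 27% in these data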;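 note: 0% = acetylcholine EC80 with DMSO and 100% = DMSO without agonist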
* = called active by the depositor; · = no result given.

structure | TAAR1 antagonist | M5 PAM | CRFBP-R2 agonist | CRFR2-BP antag | CHRM5 agonist | TAAR1 agonist | M1 PAM parental | CHRM4 PAM | M5 antag
Cc1ccc(C(=O)Nc2ccc(CN3CCS(=O)(=O)CC3)cc2)cc1C | -9 | -3 | 0.4 | 6 | -2 | 2 | 4 | -10 | 10
CS(=O)(=O)Nc1ccc(C(=O)Nc2ccccc2C(=O)NCc2ccco2)cc1 | 27 | -10 | 1.6 | 7 | -2 | 9 | -11 | -7 | 2
O=C(C[n+]1ccc(Cc2ccccc2)cc1)Nc1ccc([N+](=O)[O-])cc1Cl | -1 | -9 | 6.9 | -11 | -10 | 5 | 24 | -20 | 3
Cc1ccc(/C=C2\SC(N3CCCCC3)=NC2=O)cc1 | -18 | -8 | 0.9 | -2 | -1 | 1 | -9 | -7 | 7
O=c1c2cc(N3CCOCC3)ccc2[nH]c(=S)n1Cc1ccccc1Cl | 4 | 4 | -0.1 | -17 | 2 | 8 | -14 | 3 | -8
O=S(=O)(c1ccccc1)N1CCN(Cc2ccccc2)CC1 | -19 | 7 | -2.9 | 3 | -8 | 4 | -7 | -2 | -9
Cc1ccc(CNC(=O)CSc2nc3c(sc4ccccc43)c(=O)n2CCCN2CCCC2)cc1 | -13 | 11 | -3.8 | -5 | -8 | 2 | 16 | -8 | 2
CN(C)C(CNC(=O)CN1C(=O)NC2(CCCC2)C1=O)c1ccccc1 (stereo not given) | -9 | -7 | -0.5 | -7 | -10 | 11 | 9 | 7 | 2
COC(=O)Cc1[nH]n(-c2nc3ccccc3s2)c(=O)c1C(C)=Nc1ccc(C)cc1 | 5 | 5 | -0.1 | 4 | -3 | -1 | -2 | 11 | -7
O=C(c1cncc(Br)c1)N1CCN(S(=O)(=O)c2ccc3ccccc3c2)CC1 | 3 | -6 | -0.2 | 1 | -2 | 4 | 11 | -2 | -3
COCCNC(=S)N1CCN(Cc2cccc(OC)c2)CC1 | 13 | 2 | 0.4 | 0 | 0 | 0 | -16 | -5 | -2
CCCC(=O)Nc1sc2c(c1C#N)CCCC2 | -7 | -9 | 1.4 | -4 | -4 | 0 | 14 | -1 | -5
Cn1c(N)c(C(=O)COC(=O)c2ccc(Cl)c(S(=O)(=O)N3CCCCC3)c2)c(=O)n(C)c1=O | -10 | 5 | 0.2 | -47 | 2 | -1 | 19 | 7 | -3
Cc1cc(S(=O)(=O)Nc2ccc(C(=O)NCCCN3CCCC3=O)cc2)ccc1F | -6 | 7 | 0.1 | 2 | 2 | 0 | 2 | -1 | -3
O=C1[C@H]2[C@H](ON3CCCC[C@H]23)C(=O)N1c1ccc(Cl)cc1 | 8 | 3 | -1.4 | 7 | 1 | 7 | 8 | 3 | -1
O=C(CSc1nnc(COc2ccccc2)o1)N1CCOCC1 | -8 | 6 | -0.4 | -6 | 0 | 8 | 27 | 17 | -6
N#Cc1ccc(OCCOCCNC2CCCC2)cc1 | 6 | -1 | 14 | -11 | -5 | 5 | 11 | -5 | -1
COc1ccccc1NC(=O)/C=C/c1ccc2c(c1)OCO2 | -11 | 1 | -1.8 | 2 | 0 | 1 | -15 | 0 | -3
CC(=O)c1ccc(N2CCN(C(=O)C(=O)c3c(C)[nH]c4ccccc34)CC2)cc1 | -4 | -5 | -1.6 | 2 | -1 | 6 | 28 | -5 | 18
C=CCNc1nc(N2CCCCC2)c(C#N)c2c1CN(Cc1ccccc1)CC2 | 20 | -4 | 0.8 | -10 | -12 | 13 | 5 | -7 | 7
C[C@H]1CN([C@@H](C)CO)S(=O)(=O)c2ccc(-c3ccccc3)cc2O[C@H]1CN(C)C(=O)C1CCC1 | -11 | 3 | -1.2 | -17 | 2 | 6 | 25 | 0 | 0
CC(C)(C)NC(=O)CN(Cc1ccco1)C(=O)CCC(=O)Nc1nccs1 | 3 | 8 | -1.3 | -3 | -1 | 1 | -19 | -8 | 1
C#CCOCCOCCOCCNc1nc(N2CCN(C(=O)[C@H](Cc3cc4ccccc4[nH]3)n3cc([C@@H](N)CC(C)C)nn3)CC2)nc(N2CCN(C(=O)[C@H](Cc3cc4ccccc4[nH]3)n3cc([C@@H](N)CC(C)C)nn3)CC2)n1 | · | 1 | -0.2 | 18 | -1 | · | -10 | 6 | 4
CCCn1cc(S(=O)(=O)CC(=O)Nc2ccc(OC)cc2OC)c2ccccc21 | -16 | -6 | -0.5 | -1 | 3 | -1 | 19 | 8 | 0
CC(=O)Nc1nonc1NC(=O)c1ccc(C(C)(C)C)cc1 | 1 | -2 | 0.5 | 11 | 1 | 1 | 3 | 3 | 0

Random excerpt: 2 compounds from above, in no set order.
structure | TAAR1 antagonist | M5 PAM | CRFBP-R2 agonist | CRFR2-BP antag | CHRM5 agonist | TAAR1 agonist | M1 PAM parental | CHRM4 PAM | M5 antag
CC(C)(C)NC(=O)CN(Cc1ccco1)C(=O)CCC(=O)Nc1nccs1 | 3 | 8 | -1.3 | -3 | -1 | 1 | -19 | -8 | 1
COC(=O)Cc1[nH]n(-c2nc3ccccc3s2)c(=O)c1C(C)=Nc1ccc(C)cc1 | 5 | 5 | -0.1 | 4 | -3 | -1 | -2 | 11 | -7

Remaining list, next part.
structure | TAAR1 antagonist | M5 PAM | CRFBP-R2 agonist | CRFR2-BP antag | CHRM5 agonist | TAAR1 agonist | M1 PAM parental | CHRM4 PAM | M5 antag
CC(C)(C)NC(=O)CSc1nc2cc(S(=O)(=O)N3CCCCC3)ccc2o1 | 28 | -1 | 0.8 | -14 | 2 | 1 | -11 | 6 | 3
Cc1ccc(C(=O)OCC(=O)c2ccc(Cl)s2)s1 | 18 | 1 | 0.0 | 11 | -5 | 13 | 16 | -1 | 0
Cc1nonc1NC(=O)c1ccc(Cl)c(S(=O)(=O)N2CCCCC2)c1 | 7 | -5 | 2.3 | 2 | 0 | 14 | 13 | -4 | -4
CCCCN(C)C1CCN(C(=S)Nc2cccc(SC)c2)CC1 | 13 | -3 | 1.3 | -22 | -9 | 0 | -1 | -5 | 10
O=C(c1ccco1)N(CCCN1CCOCC1)c1nc(-c2ccc(F)cc2)cs1 | 57* | -12 | 5.1 | -28 | -1 | 8 | 8 | -8 | 4
Cc1ccc(S(=O)(=O)N2CCOCC2)s1 | -20 | -2 | -0.8 | 1 | -4 | 1 | -4 | 16 | 3
CC(C)Cc1nnc(NC(=O)CCc2c[nH]c3ccccc23)s1 | -31 | 6 | 0.7 | -51 | 11 | 4 | 5 | 3 | 3
O=C(Nc1ccccc1)C(Cc1cccs1)c1nn[nH]n1 (stereo not given) | -7 | 4 | 0.9 | -9 | -2 | 2 | 7 | 4 | 3
COc1ccc(S(=O)(=O)N2CCCC2)c(C)c1C | -11 | 4 | 0.5 | 0 | 0 | 10 | 27 | 9 | 1
CCOc1ccc(Cl)cc1Nc1nc(NCCO)nc(N2CCCC2)n1 | 25 | 6 | -2.2 | 3 | -1 | 3 | 7 | 7 | 13
O=c1[nH]nc(CSCc2ccccc2Cl)[nH]1 | -16 | 6 | -0.4 | 15 | 4 | 1 | 0 | -2 | -10
Cc1cc(NC(=O)Nc2ccc(F)c(Cl)c2)no1 | 10 | -16 | -0.8 | -7 | 8 | 28 | 24 | 9 | 6
Cn1ccnc1SCC(=O)Nc1ccc2c(c1)COC2=O | -28 | -3 | -0.1 | 11 | -3 | 16 | 9 | 16 | -1
COc1cccc(C(=O)NC(=S)Nc2ccccc2N2CCCCC2)c1 | -23 | 5 | 1.8 | -11 | -5 | 0 | 17 | 5 | -10
Cc1cc(C)nc(NC(=O)c2ccc(Cl)cc2)n1 | 11 | 7 | -1.1 | -5 | 3 | 2 | 9 | 12 | -10
CCCn1c(C(C)NS(=O)(=O)c2ccccc2)n[nH]c1=S (stereo not given) | -11 | -5 | -1.1 | 62* | -2 | 2 | 19 | 3 | 11
CSCCC(NC(=O)c1ccco1)C(=O)Nc1ccncc1 (stereo not given) | -31 | -1 | 0.0 | 6 | -1 | 2 | -15 | -5 | 2
C[C@H]1CN([C@@H](C)CO)C(=O)CCCn2nncc2CO[C@H]1CN(C)S(=O)(=O)c1ccccc1F | 0 | -1 | 0.4 | -5 | 0 | 1 | 7 | 5 | 12
COc1cccc(CN2CCNC(=O)C2CC(=O)NCc2cn3ccccc3n2)c1OC (stereo not given) | -5 | 8 | -1.1 | -5 | 5 | 3 | -3 | -5 | -10
Cc1ccc(OCC(O)Cn2c(N3CCCCC3)nc3c2c(=O)[nH]c(=O)n3C)cc1C (stereo not given) | 22 | -1 | 0.4 | -9 | -4 | 7 | 15 | -4 | 2
CCn1nnnc1NCc1ccc(SC)cc1 | 11 | 1 | -2.0 | -3 | -15 | -2 | 15 | -1 | 3
COc1cccc(NC(=O)CCC(=O)Nc2cccc(OC)c2)c1 | 14 | -3 | -1.3 | 15 | -1 | 1 | 1 | -1 | -3
CCCN(c1ccc(C(=O)OC)cc1)S(=O)(=O)c1ccccc1 | -14 | 2 | -2.0 | 15 | -4 | 0 | 22 | 1 | 2
CCOC(=O)N1CCC(Nc2c(-c3ccccc3)c(=O)c2=O)CC1 | 8 | -2 | -0.2 | 7 | -1 | 10 | 17 | -6 | 3
Clc1cccc(-c2nn3c(Cn4cnc5ccccc54)nnc3s2)c1 | -9 | 1 | -6.9 | -35 | -1 | 10 | 18 | 11 | 4

Carrying on.
structure | TAAR1 antagonist | M5 PAM | CRFBP-R2 agonist | CRFR2-BP antag | CHRM5 agonist | TAAR1 agonist | M1 PAM parental | CHRM4 PAM | M5 antag
O=c1[nH]c2cc(Cl)cc([N+](=O)[O-])c2c2ccc(Cl)cc12 | -22 | 2 | 0.5 | 38 | 0 | 1 | 17 | 1 | 1
CC(=O)Nc1cc2ccc(OC(C)=O)cc2oc1=O | -7 | 3 | -0.8 | 5 | 0 | 2 | 12 | 10 | -4
O=C(CNC(=O)c1ccccc1Br)NNC(=O)c1cccs1 | -18 | 1 | 0.2 | 5 | 2 | 0 | -17 | 4 | 3
COc1ccc(-c2cn3c(C)c(C(=O)N4CCN(c5ccccc5)CC4)sc3n2)cc1 | -6 | -5 | -1.1 | -1 | 2 | 0 | 9 | -1 | 2
COC(=O)c1ccc(C)c(NS(=O)(=O)c2ccc(C)c([N+](=O)[O-])c2)c1 | 5 | -3 | -0.3 | 0 | -7 | 1 | 16 | -5 | -2
O=C1CCC/C1=c1\s/c(=C/c2cccnc2)c(=O)n1-c1ccccc1 | 17 | 2 | -1.2 | -7 | 2 | 2 | 7 | 0 | 4
